Compound activity deposited in PubChem BioAssay by several laboratories.
Spn DPM-DC inh = blocks S. pneumoniae diphosphomevalonate decarboxylase. AID 556. purified DPM-DC, PK/LDH coupled NADH fluorescence. 0.49% of 65,000 active. calls only at 10 µM;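 active = the 320 compounds with the highest percent inhibition in the single-dose primary screen, excluding strongly autofluorescent ones, cut at about 32% in these data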;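 note: kinetic rate of NADH fluorescence loss reporting ADP formed by the decarboxylase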
MK inhibit = S. pneumoniae mevalonate kinase inhibition; purified MK, PK/LDH-coupled NADH absorbance 340 nm; inhibition, % at 10 µM; 0.48% of 65,000 active; AID 555;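 active = ranked among the strongest by inhibition in the single 10 µM screen, a fixed top-ranked set picked for dose follow-up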; note: no value below 0 was filed
LYP phosphatase = inhibition of human PTPN22 tyrosine phosphatase – biochemical, DiFMUP fluorescence, recombinant catalytic domain, 10 µM, primary screen (AID 606); inhibition, % at 10 µM; hits with a dose series show IC50 in µM; recombinant LYP catalytic domain, DiFMUP fluorescence; higher % means a stronger effect; 52,000 tested, under 10 active;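 active = IC50 under 40 µM in the dose-response test; inactive = IC50 of 40 µM or more, or never dose-tested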
Bfl-1 displacement = Bfl-1 inhibitors, primary screen, biochemical, fluorescence polarization, FITC-Bid, mouse (AID 432). FITC-Bid BH3 peptide fluorescence polarization displacement; higher % means a stronger effect. displacement, % at 20 µM, or IC50 in µM where a hit was titrated. 0.02% of 64,000 active; in the data active = a potency from the dose series; inactive = the rest, 99 in 100 with displacement below about 15%; note: strong numbers were not always called active
HPDE-C7K KRASV12 = cytotoxicity in KRAS-transformed pancreatic duct cells, primary screen, cell-based, fluorescence, HTS (AID 431); HPDE-C7K KRASV12 cells, Alamar Blue viability, 48 h; higher % means a stronger effect; cytotoxicity, % at 10 µM; hits with a dose series show EC50 in µM; 1.7% of 63,000 active;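 active = compounds whose percent cytotoxicity in the single-dose primary screen, scaled between solvent and toxic-drug controls, exceeds 50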;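 note: 0% = DMSO solvent wells and 100% = doxorubicin-treated wells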
HT1080 viability = HT1080 cell viability loss – fluorescence readout (AID 620). HT1080 viability, fluorescence; higher % means a stronger effect. cytotoxicity, % at 10 µM; hits with a dose series show EC50 in µM. 0.42% of 87,000 active;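 note: cells exposed to compound overnight then 4 h with Alamar Blue; 0% = vehicle DMSO and 100% = killing control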
TNAP inhibition = human TNAP enzyme inhibitors, biochemical, luminescent (AID 518) | 0.09% of 64,000 active | inhibition, % at 20 µM, or IC50 in µM where a hit was titrated | purified TNAP enzyme, luminescent substrate readout; higher % means a stronger effect; in the data active = a potency from the dose series; inactive = the rest, 99 in 100 with inhibition below about 22%;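 note: plate controls were vehicle for no effect and reference inhibitor for full effect; many of its hits are not listed in these tables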
HPDE-C7 cytotoxicity = cytotoxicity in HPDE-C7 cells, cell-based, fluorescence, HTS (AID 430). HPDE-C7 pancreatic duct cells viability, fluorescence; higher % means a stronger effect. cytotoxicity, % at 10 µM, or EC50 in µM where a hit was titrated. 1.8% of 63,000 active;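 note: cells exposed to compound for 48 hours before viability readout; 0% = vehicle and 100% = reference cytotoxic drug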
PMK inhibit = inhibitors of Streptococcus pneumoniae phosphomevalonate kinase; 0.49% of 65,000 active; purified PMK, PK/LDH-coupled NADH absorbance 340 nm; inhibition, % at 10 µM; AID 539;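 active = top-ranked compounds by inhibition in the single 10 µM screen, taking a fixed number of the strongest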;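 note: 0% = full reaction with DMSO carrier and 100% = background rate without enzyme reaction; no value below 0 was filed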
PMK inhibit pilot replicates = recorded beside PMK inhibit, whose call it bears; inhibition, %; measured here: pilot screen replicates
MK inhibit pilot replicates = recorded beside MK inhibit, whose call it bears; inhibition, %; measured here: pilot screen replicates
Spn DPM-DC inh pilot screen % = also measured in Spn DPM-DC inh; calls as there; inhibition, %; measured here: pilot screen trials
An asterisk follows results filed as active; i = inactive; · = not tested or not shown; [ ] = remark or other dose. Cut-off read from the data, not from the text of the source, unless noted: active = cytotoxicity above about 50%; inactive = the rest.

SMILES	Spn DPM-DC inh	MK inhibit	LYP phosphatase	Bfl-1 displacement	HPDE-C7K KRASV12	HT1080 viability	TNAP inhibition	HPDE-C7 cytotoxicity	PMK inhibit	others
CC(=O)c1ccc(CCCC(=O)O)cc1	i	4	1%	-8%	5%	-4%	2%	6%	0
C=CCn1c(N)c(C(=O)NCCC2=CCCCC2)sc1=S	i	4	3%	-8%	-7%	1%	11%	-8%	7	PMK inhibit pilot replicates=1.5;MK inhibit pilot replicates=0.0;Spn DPM-DC inh pilot screen %=0.0
COCCNC(=O)c1cc(-c2cccc(OC)c2)on1	i	6	-14%	-6%	2%	3%	11%	-4%	19
CCn1c(SCC(=O)Nc2nccs2)nnc1-c1cc2cccc(OC)c2o1	i	10	-4%	0%	6%	-2%	15%	-2%	10
CN(C(=O)c1cc2n(n1)C(C(F)(F)F)CC(c1ccco1)N2)c1ccccc1 (stereo not given)	i	0	·	-1%	-6%	56%*	11%	-5%	14
CCCNS(=O)(=O)c1ccc(CCC(=O)NCc2ccco2)cc1	i	7	7%	-4%	1%	4%	1%	-3%	0
CC(=O)c1c(N2CCN(C(=O)C3CCCO3)CC2)nc(=S)n(-c2ccccc2)c1C (stereo not given)	i	0	1%	3%	-14%	7%	10%	-6%	1
O=C(CN1CCN(c2ccccn2)CC1)Nc1ccc(OCc2ccccc2)cc1	i	11	0%	3%	9%	4%	1%	4%	12
COc1ccc(-c2noc(Cc3cccs3)n2)cc1	i	6	10%	1%	-12%	-9%	11%	-12%	9
COC(=O)c1sccc1NC(=O)c1ccc(Br)o1	i	7	-11%	2%	-12%	-3%	9%	-5%	0
COC(=O)C1=C(N)Oc2cc(C)n(CCCn3ccnc3)c(=O)c2C1c1ccc(Cl)cc1 (stereo not given)	i	0	·	-8%	14%	10%	9%	1%	7
CC(C)C(=O)Nc1cc2c(cc1C(=O)c1ccccc1)OCCO2	i	8	-8%	2%	-16%	29%	13%	-1%	3
Cc1cc(C)n(CC(=O)O)n1	i	0	-4%	0%	-15%	-2%	11%	-6%	21	PMK inhibit pilot replicates=5.5;MK inhibit pilot replicates=0.0;Spn DPM-DC inh pilot screen %=0.0
N#C/C(=C\c1c(N2CCOCC2)nc2ccccn2c1=O)S(=O)(=O)c1ccccc1	i	15	14%	0%	2%	0%	6%	-12%	4
CN(C)c1oc(-c2ccccc2Cl)nc1C#N	i[fluoresces]	5	-1%	7%	0%	-4%	14%	7%	11	PMK inhibit pilot replicates=0.0;MK inhibit pilot replicates=0.0;Spn DPM-DC inh pilot screen %=100
COc1ccccc1NC(=O)CCn1c(=O)sc2ccccc21	i	2	3%	·	·	-6%	·	·	0
COc1ccc(NS(=O)(=O)c2ccc(NS(C)(=O)=O)cc2)cc1	i	4	8%	2%	-21%	3%	0%	-20%	6
CCCCS(=O)(=O)Nc1ccc(Cc2ccncc2)cc1	i	5	1%	0%	1%	4%	8%	0%	7
O=C(c1nnc(-c2ccncc2)o1)c1ccccc1Cl	i	4	2%	-1%	3%	7%	3%	-10%	11
CC(=O)N1CCc2cc(S(=O)(=O)NCCCOC(C)C)ccc21	i	3	8%	8%	2%	·	5%	-2%	13
CCCCn1c(N)c(N(CCC(C)C)C(=O)CSc2nnc(C)s2)c(=O)[nH]c1=O	i	4	·	-5%	-2%	-8%	7%	-20%	19
CCOc1ccccc1C(=O)NCC(=O)OCC(=O)c1ccc2c(c1)OCCO2	i	0	11%	-5%	-12%	-5%	1%	-7%	26*
COCCn1c(CN2CCN(c3cccc(Cl)c3)CC2)nc2c1c(=O)n(C)c(=O)n2C	i	8	8%	-5%	24%	-6%	12%	14%	2	PMK inhibit pilot replicates=3.5;MK inhibit pilot replicates=4.0;Spn DPM-DC inh pilot screen %=0.0
COc1ccc(NC(=O)C(c2ccc(OC)cc2)N(C)C(=O)c2cnccn2)cc1 (stereo not given)	i	13	·	-1%	-4%	-10%	5%	-5%	0
COc1ccc(S(=O)(=O)Cc2ccc(C(=O)NCc3ccc(F)cc3)o2)cc1	i	7	12%	8%	-10%	-10%	7%	-11%	5

In the list so far, these have a Cl atom.
SMILES	Spn DPM-DC inh	MK inhibit	LYP phosphatase	Bfl-1 displacement	HPDE-C7K KRASV12	HT1080 viability	TNAP inhibition	HPDE-C7 cytotoxicity	PMK inhibit	others
COC(=O)C1=C(N)Oc2cc(C)n(CCCn3ccnc3)c(=O)c2C1c1ccc(Cl)cc1 (stereo not given)	i	0	·	-8%	14%	10%	9%	1%	7
CN(C)c1oc(-c2ccccc2Cl)nc1C#N	i[fluoresces]	5	-1%	7%	0%	-4%	14%	7%	11	PMK inhibit pilot replicates=0.0;MK inhibit pilot replicates=0.0;Spn DPM-DC inh pilot screen %=100
O=C(c1nnc(-c2ccncc2)o1)c1ccccc1Cl	i	4	2%	-1%	3%	7%	3%	-10%	11
COCCn1c(CN2CCN(c3cccc(Cl)c3)CC2)nc2c1c(=O)n(C)c(=O)n2C	i	8	8%	-5%	24%	-6%	12%	14%	2	PMK inhibit pilot replicates=3.5;MK inhibit pilot replicates=4.0;Spn DPM-DC inh pilot screen %=0.0

(continued)
SMILES	Spn DPM-DC inh	MK inhibit	LYP phosphatase	Bfl-1 displacement	HPDE-C7K KRASV12	HT1080 viability	TNAP inhibition	HPDE-C7 cytotoxicity	PMK inhibit	others
CCCc1cc(=O)[nH]c(SCC(=O)c2ccc(S(=O)(=O)N3CCCC3)cc2)n1	i	1	·	3%	4%	-9%	13%	-7%	17
Cc1ccc2cc3c(NC(=O)c4cccnc4)nn(C)c3nc2c1	i	7	-2%	-8%	3%	5%	6%	6%	1
Nc1nnc(SCC(=O)N2CCN(c3ccccc3)CC2)s1	i	7	·	6%	0%	-25%	2%	3%	3
Cc1cc(NC(=O)CCC(=O)N(c2ccc(F)cc2)C(C(=O)NC2CCCC2)c2ccncc2)no1 (stereo not given)	i	3	8%	2%	-9%	·	5%	-7%	12
O=c1c2ccccc2nc2n1CCCCN2	·	3	5%	-7%	-1%	-6%	7%	6%	9
CC(C)c1nnc(NC(=O)CC(=O)Nc2ccccc2C(=O)O)s1	i	7	·	-9%	-6%	14%	-2%	-11%	8
Cc1cccc(N2CCN(C(=O)c3ccc(CS(=O)(=O)c4ccccc4C)o3)CC2C)c1 (stereo not given)	i	7	-8%	0%	28%	51%*	7%	46%	4
COC(=O)c1cc(Br)c(=O)n(-c2ccccn2)c1	i	6	·	-1%	12%	-10%	16%	8%	13
CCOc1ccccc1C(=O)N(CCC(=O)OC)c1ccccn1	i	7	-5%	-6%	-15%	5%	-3%	-8%	0
CC(=O)OC1c2ccccc2C(=O)N1Cc1ccccc1Cl (stereo not given)	i	4	-3%	-2%	7%	·	19%	5%	2	PMK inhibit pilot replicates=0.5;MK inhibit pilot replicates=0.0;Spn DPM-DC inh pilot screen %=0.5
COCCCNC(=O)c1cc(C)nc2ccc(F)cc12	i	10	1%	-7%	0%	0%	-1%	5%	0
CN1C(=O)CC(N2CCN(CCN=CC3=C(O)CC(C)(C)CC3=O)CC2)C1=O (stereo not given)	i	0	8%	-17%	-3%	35%	7%	-4%	16
O=S(=O)(c1cccc(S(=O)(=O)N2CCC(n3nnc4ccccc43)CC2)c1)N1CCCCC1	i	0	3%	-9%	1%	-6%	11%	8%	1
COc1ccccc1C(=O)Nc1ccc2c(c1)nc(CCNC(C)=O)n2C	i	14	13%	4%	-8%	-5%	8%	-7%	3
CCNS(=O)(=O)c1ccc(NC(=O)c2cccnc2)cc1	i	3	-7%	-3%	-6%	-2%	7%	-3%	0
O=C(CSc1nnc(-c2cccnc2)n1Cc1ccco1)c1ccc2ccccc2c1	i	11	1%	0%	-23%	-2%	9%	-9%	18
O=C(C1COc2ccccc2O1)N1CCn2c(nc3ccccc32)C1 (stereo not given)	i	0	-7%	0%	0%	-3%	5%	7%	1
Cc1ccc(N=C2NC(=O)CS2)c(C)c1	i	0	13%	-4%	15%	2%	24%	10%	18	PMK inhibit pilot replicates=3.0;MK inhibit pilot replicates=2.0;Spn DPM-DC inh pilot screen %=0.0
C=CCn1c(CNC(=O)CCC)nc2ccccc21	i	1	7%	·	·	3%	·	·	3
CCOC(=O)Nc1ccc2c(C)cc(=O)oc2c1	·	12	10%	3%	15%	-5%	11%	0%	5
COc1ccc(Cc2nnc(SC)[nH]c2=O)cc1OC	i	7	7%	-5%	4%	2%	9%	-6%	1
COC(=O)c1cc(=O)c2ccc(OC)cc2o1	i	22	-3%	-4%	9%	-6%	9%	3%	8
Cn1nc(-c2ccc(Cl)cc2)c2cc(C(=O)N3CCCC3)sc21	i	3	11%	4%	6%	-5%	2%	6%	5
Cc1ccc(N=Cc2nc(-c3ccco3)oc2O)cc1	i	9	2%	-2%	13%	5%	13%	16%	2
CCOc1ccc(C(C#N)N2CCOCC2)cc1OC (stereo not given)	i	0	0%	-2%	-1%	-2%	4%	-5%	19

Next results:
SMILES	Spn DPM-DC inh	MK inhibit	LYP phosphatase	Bfl-1 displacement	HPDE-C7K KRASV12	HT1080 viability	TNAP inhibition	HPDE-C7 cytotoxicity	PMK inhibit	others
COc1ccc(OC)c(S(=O)(=O)Nc2ccc3oc4c(c3c2)C(=O)CCC4)c1	i	6	4%	·	·	4%	·	·	13
COC(=O)CCC(=O)c1oc2ccc(Cl)cc2c1NC(=O)CCCN1C(=O)c2ccccc2C1=O	i	7	·	2%	-2%	-2%	6%	1%	3
Nc1nnc(COc2cccc(C(F)(F)F)c2)s1	i	3	-16%	-7%	-1%	13%	8%	1%	2
CC(C(=O)Nc1sccc1C(N)=O)N1C(=O)C2CC=CCC2C1=O (stereo not given)	i	0	5%	2%	9%	-1%	14%	-2%	10
Cc1cccc(NC(=O)c2ccc(NS(=O)(=O)c3c(C)noc3C)cc2)c1	i	6	·	-7%	21%	-5%	6%	24%	14
CC1NC(=O)N(C)C2NC(=O)N(C)C(c3ccccc3)C12 (stereo not given)	i	9	10%	-11%	-3%	-5%	11%	4%	15
COc1ccc2cc(C(=O)N3CCOCC3)sc(=O)c2c1OC	i	0	·	-10%	-9%	7%	-3%	-6%	17
CCc1ccc(OC)c(S(=O)(=O)NCCOc2ccccc2)c1	i	4	14%	-7%	6%	-6%	8%	4%	0
O=C(CC1CCCCC1)OCn1nnc2ccccc2c1=O	i	7	4%	-2%	0%	·	12%	-12%	0
COc1ccc(Cl)cc1-n1c(=S)sc2c(=O)[nH]c(SCC(=O)NCC3CCCO3)nc21 (stereo not given)	i	8	·	1%	-2%	-10%	8%	-2%	14
CC[C@H]1OC(=O)C[C@@H](O)[C@H](C)[C@@H](O[C@@H]2O[C@H](C)C[C@H](N(C)C)[C@H]2O)[C@@H](CC=O)C[C@@H](C)C(=O)C=C[C@]2(C)O[C@H]2[C@@H]1C	i	5	20%	-2%	77%*	13%	11%	18%	7	PMK inhibit pilot replicates=0.0;MK inhibit pilot replicates=0.0;Spn DPM-DC inh pilot screen %=0.0
CCOc1ccccc1Oc1coc2cc(O)ccc2c1=O	·	0	·	2%	-12%	8%	2%	-7%	16
Cc1ccc(F)c(NC(=O)C2CCCCC2C(=O)O)c1 (stereo not given)	i	1	9%	-3%	-10%	5%	7%	5%	9
